HIV RNase H inh: inhibitors of HIV-1 reverse transcriptase RNase H; P04585; RT-RNase H RNA/DNA duplex cleavage, fluorescence; inhibition, % at 10 µM; hit rate 1.9% among 65,000; AID 565; in the data active = inhibition above about 50%
RmlCD inh mix: inhibitors of RmlC and RmlD coupled enzymes. RmlC/RmlD coupled enzyme inhibition, 384-well mixture HTS. inhibition, % at 5.5 µM. hit rate 0.39% among 110,000. AID 1532; in the data active = inhibition above about 30%, passing the limit was not always enough; inconclusive = no clear call, values can overlap the other calls; note: strong numbers were not always called active
Starred values were filed as active, the others as inactive; ? = inconclusive; · = no result given. This is a subset; rates above refer to the full screens.

Structure,HIV RNase H inh,RmlCD inh mix
COc1cc(OC)cc(C2C(C#N)=C(N)Oc3n[nH]c(-c4cccnc4)c32)c1 (stereo unspecified),4,4
Cc1cc(C)nc(NC2=NCC(=O)N2c2ccccc2)n1,-12,-14
O=S(=O)(NCc1cccnc1)c1ccc(Br)s1,-28,10
O=C(CN1CCOCC1)Nc1ccccc1C(=O)O,·,2
Cc1ccc(OCC(O)Cn2c(NCCc3ccccc3)nc3c2c(=O)[nH]c(=O)n3C)cc1 (stereo unspecified),35,20
O=C(NCc1cccnc1)C1CCCN(S(=O)(=O)c2ccc(Br)cc2)C1 (stereo unspecified),5,25
c1coc(CNC2CCCCCCC2)c1,-2,-10
O=C(CCN1C(=O)C2C3C=CC(C3)C2C1=O)Nc1c(F)cccc1F (stereo unspecified),3,-4
CCCNc1nc(C)cc(-c2cc(C(=O)Nc3ccccc3)on2)n1,·,4
CCN(CC)C(=O)CSc1nnc(CNc2ccc(F)cc2)n1-c1ccccc1,·,-20
CS(=O)(=O)c1ccc2nc(NC(=O)C3CCCCC3)sc2c1,-2,5
COC(=O)COn1c(-n2nc(C)cc2C)nc2ccccc2c1=O,·,-11
CCOC(=O)C1(CCSC)NC(c2ccco2)C2C(=O)N(CC)C(=O)C21 (stereo unspecified),0,7
COc1ccc(-c2c3c([nH]c(=S)c2C#N)CCC3)cc1,81*,12
O=C(CC1NC2CCCCC2NC1=O)Nc1ccc2c(c1)OCO2 (stereo unspecified),-5,-8
CCOc1ccc(NC(=O)COC(=O)c2cccnc2)cc1,-9,1
c1ccc(C(c2nnnn2C2CCCC2)N2CCCCCC2)nc1 (stereo unspecified),7,-19
CC(C)N1C(=S)SC2CS(=O)(=O)C=C21 (stereo unspecified),-2,9
c1ccc2c(-c3nnc4n3CCCCC4)c[nH]c2c1,0,10
Cc1ccccc1OCc1nc(-c2ccc(NC(=O)c3ccc4c(c3)OCO4)cc2)no1,75*,-8
CCOc1ccccc1-c1nc(-c2ccc(C)nc2OC)no1,-11,-9
CCCCn1c(CN2CCN(c3ccc(F)cc3)CC2)nc2c1c(=O)n(C)c(=O)n2C,1,-16
COc1ccc2c(c1)c(C(=O)CN1CCC3(CC1)OCCO3)c(C)n2Cc1ccccc1,·,-17
O=C(NCC1CCCO1)c1csc2c1CCCCC2 (stereo unspecified),-1,-12
NS(=O)(=O)c1cc2c(cc1Cl)NC(CSCc1ccccc1)=NS2(=O)=O,-12,4
Cc1cccc(S(=O)(=O)NCC2CCCO2)c1 (stereo unspecified),·,?
Cc1c(C(=O)OC(C)C)sc(NC(=O)C2CCCO2)c1C(=O)OC(C)C (stereo unspecified),·,8
CC(=O)NCC(=O)NC(C(=O)Nc1ccc2c(c1)OCCO2)c1ccccc1 (stereo unspecified),-1,4
O=c1c2ccccc2nc(-c2ccco2)n1Cc1ccccc1,-47,10
CCCCCC(=O)N1CC2(CC)CN(C(=O)CCCCC)CC(CC)(C1)C2=O,1,·

4 entries out of the list, arranged by count of non-hydrogen atoms, lowest first.
Structure,HIV RNase H inh,RmlCD inh mix
O=C(CN1CCOCC1)Nc1ccccc1C(=O)O,·,2
CS(=O)(=O)c1ccc2nc(NC(=O)C3CCCCC3)sc2c1,-2,5
O=c1c2ccccc2nc(-c2ccco2)n1Cc1ccccc1,-47,10
CC(=O)NCC(=O)NC(C(=O)Nc1ccc2c(c1)OCCO2)c1ccccc1 (stereo unspecified),-1,4

New compounds follow.
Structure,HIV RNase H inh,RmlCD inh mix
Cc1cccc(Nc2cnn(C34CC5CC(CC(CC(=O)O)(C5)C3)C4)c(=O)c2Cl)c1,·,3
COc1ccc(-n2nnc3c(=O)n(CC(=O)N4CCC(Cc5ccccc5)CC4)cnc32)cc1,5,-6
CN=C1CN(O)C(c2ccccc2)=c2cc(Cl)ccc2=N1,·,-10
N#CCc1ccc(NC(=O)Nc2cccc(Cl)c2)cc1,3,5
OCCOCCn1c(C(CO)Nc2nc(-c3ccc(F)cc3)cs2)nc2ccccc21 (stereo unspecified),·,6
COCC(=O)Nc1sc2c(c1C(=O)OC)CCCC2,-48,-2
C/C(CC(O)c1ccc2ccccc2n1)=N/O (stereo unspecified),-6,-6
CN1CCN(C2=Nc3ccccc3Oc3ccc(Cl)cc32)CC1,-13,10
CCCCn1c(CNC(=O)CC)nc2ccccc21,-2,-14
Cc1cc(NS(=O)(=O)c2ccc(NC(=O)c3ccco3)cc2)nc(C)n1,·,-15
O=C(CCSc1ccccc1)N1CCOCC1,-4,-16
CCOc1ccccc1N(CC(=O)OC)S(C)(=O)=O,11,-13
COc1ccc(CC(NC(C)=O)C(=O)N2CCN(C(=O)Nc3ccc(Cl)cc3)CC2)cc1OC (stereo unspecified),-5,12
COc1ccc(CN(CC(=O)NCC2CCCO2)C(=O)CNS(=O)(=O)c2ccc(C)cc2)cc1 (stereo unspecified),-4,19
O=C(CN1C(=O)CSc2ccccc21)NCCC1=CCCCC1,-3,·
O=C1N=C2SCCN2/C1=C\c1ccccc1Cl,·,4
O/N=C1\CC/C(=N\O)c2nn(-c3ccccc3Cl)nc21,-4,-6
c1ccc(-c2cc3c(nn2)CCc2nonc2-3)cc1,-9,-14
CC(C)NC(=O)N(O)C1N(Cc2ccc3c(c2)OCO3)C(=S)SC1(C)C (stereo unspecified),2,13
Cc1ccccc1S(=O)(=O)Cc1ccc(C(=O)N2CC(C)CC(C)C2)o1 (stereo unspecified),-10,-9
C(=C\c1ccccc1)/CSc1nnc(-c2ccccc2)n1Cc1ccco1,·,2
CCOC(=O)c1ccc(CNC(=O)c2cc3cccc(OC)c3oc2=O)o1,-12,·
CS(=O)(=O)N1CCCC(C(=O)NCc2ccco2)C1 (stereo unspecified),-6,-4
CCN(CC)S(=O)(=O)c1ccc(-c2nnc(SC)o2)cc1,·,5
CN(C)S(=O)(=O)c1ccc(NC(=O)c2cc(F)c(F)cc2Cl)cc1,·,-3
O=C(CC1SC2=NCCN2C1=O)Nc1ccccc1 (stereo unspecified),-1,-25
O=C(N/N=C1\CCCc2ccccc21)c1ccc([N+](=O)[O-])cc1,·,4
CCc1ccc(C(=O)NC2CCCCC2)s1,3,-5
COc1ccc(Br)cc1S(=O)(=O)N(CC(=O)N1CCOCC1)c1ccccc1,-2,-5
CCN(CC)CC(=O)N1c2ccccc2Sc2ccc(Cl)cc21,·,7

By substructure, the compounds so far with a COOH group (two)
Structure,HIV RNase H inh,RmlCD inh mix
O=C(CN1CCOCC1)Nc1ccccc1C(=O)O,·,2
Cc1cccc(Nc2cnn(C34CC5CC(CC(CC(=O)O)(C5)C3)C4)c(=O)c2Cl)c1,·,3

Another view of part of the listing above:
Values run as follows: HIV RNase H inh	RmlCD inh mix
- CCOC(=O)c1ccc(CNC(=O)c2cc3cccc(OC)c3oc2=O)o1
 : -12	·
- CS(=O)(=O)N1CCCC(C(=O)NCc2ccco2)C1 (stereo unspecified)
 : -6	-4

Further results.
Structure,HIV RNase H inh,RmlCD inh mix
Cc1noc(C)c1S(=O)(=O)N(CC(=O)N1CCc2ccccc21)c1ccc(C(C)C)cc1,5,5
COc1cccc(-n2nnnc2SCC(=O)c2ccc(NC(C)=O)cc2)c1,13,23
CC(C)CNC(=O)c1cccc(NC(=O)c2ccc(NC(=O)c3ccco3)cc2)c1,0,7
CC(=O)Nc1ccc(Cl)c(C(N)=O)c1,-5,-5
CC1CN(C(=O)CN2C(=O)c3ccccc3S2(=O)=O)CC(C)O1 (stereo unspecified),-1,-2
Cc1ccc(C)c(NS(=O)(=O)c2cc(C(=O)Nc3ccccc3-c3ccccc3)ccc2C)c1,·,7
CCCCNC(=O)N1CCOCCOCCN(C(=O)NCCCC)CCOCCOCC1,8,15
CC1(C)Cc2c(sc3c2c(=N)n(Cc2ccco2)c(=O)n3CC(=O)Nc2ccccc2)CO1,0,-8
Cc1nn(-c2nc3ccccc3s2)c(N)c1-c1ccc(Cl)cc1,7,-24
Cc1nn(Cc2ccc(C(=O)Nc3ccc(C(=O)OC(C)C)cc3)o2)c(C)c1Cl,16,8
Cc1cccc(CN2C(=O)[C@H]3Cc4c([nH]c5ccccc45)C(C)(C)N3C2=O)c1,·,-9
CSCCC(NC(=O)c1ccco1)C(=O)NCc1ccc(F)cc1 (stereo unspecified),·,5
COC(=O)c1ccc(NC(=O)CN2CCCC2)cc1,2,-15
O=C(c1cnc2n(c1=O)CCS2)N1CCN(C(c2ccccc2)c2ccc(Cl)cc2)CC1 (stereo unspecified),-8,3
CCn1c(Cc2ccccc2)nnc1SCC(=O)NC1CC1,·,-16
COc1ccc(N/C(N)=N/c2nc(CSc3ccc(C)cc3)cc(=O)[nH]2)cc1,-5,-9
Clc1ccc(Cn2nnc(-c3ccc(CN4CCOCC4)cc3)n2)cc1,-8,-3
Cc1ccc(C2NC(=O)c3c(sc4c3CCN(C)C4)N2)o1 (stereo unspecified),0,-6
O=C(CSc1ncnc2sc3c(c12)CCCCC3)NCc1ccco1,-12,11
O=C(CNC(=O)c1ccco1)Nc1cc(Cl)ccc1N1CCOCC1,12,-2
COc1ccc(NC(=O)CN2CCN(C3c4ccccc4-c4ccccc43)CC2)cc1,·,-1
CC(C)NC(=O)C(=O)NNC(=O)C12CC3CC(CC(C3)C1)C2,·,-6
O=C(CSc1ncnc2c1cnn2-c1ccccc1)Nc1ccccc1,26,4
C#CCOCCOCCOCCNc1nc(N2CCN(C(=O)[C@H]([C@@H](C)CC)n3cc([C@@H](N)CO)nn3)CC2)nc(N2CCN(C(=O)[C@H]([C@@H](C)CC)n3cc([C@@H](N)CC(C)C)nn3)CC2)n1,·,4
O=C(Nc1nccs1)c1ccc(COc2ccc(Cl)cc2)o1,1,-4
CCC(C)(C)NC(=O)Cc1ccc(OC)c(OC)c1,·,-6
Cc1ccc(C2CCN(C(=O)Nc3ccccc3)C2)cc1 (stereo unspecified),-10,-12
NC(=O)CC(NC(=O)c1ccccc1)c1ccc(NC2CCCC2)c([N+](=O)[O-])c1 (stereo unspecified),·,4
Cc1ccccc1Cn1ccc(-c2ccc3c(c2)OCO3)n1,·,4
Cc1ccc(NC(=O)C2CCN(S(=O)(=O)c3c(C)[nH]c(=O)[nH]c3=O)CC2)cc1,·,4
COC(=O)c1cc(Br)c(=O)n(CCN(C(C)C)C(C)C)c1,-2,·
O=C(COC(=O)CCc1nc2ccccc2s1)Nc1ccc(S(=O)(=O)N2CCOCC2)cc1,-12,6
C#Cc1ccc([C@H]2C=C(C(=O)NC3CC3)O[C@@H](OCC)[C@@H]2CCCO)cc1,·,-14
O=S(=O)(N/N=C\c1ccc(-c2ccccc2Cl)o1)c1ccccc1,·,-8
CCOC(=O)c1ccc(NC(=O)CSc2nc(NC(=O)c3ccccc3)c3c(C)c(C)oc3n2)cc1,·,8
CC(=O)Nc1ccc2oc(-c3ccccc3Br)nc2c1,33,·
O=C(NCCO)c1cccc(Cl)c1,·,-14
COc1ccc(NC(=O)COC(=O)[C@@H]2CCCN2C(=O)c2cccs2)cc1,·,-13
CCc1nnc(NC(=O)CC(CN(C)S(=O)(=O)c2ccccc2)c2ccccc2)s1 (stereo unspecified),·,5
CCN1C(=O)/C(=C/N(C(C)=O)c2ccccc2)N(c2ccccc2)C1=S,·,-9
CCN(CCCNC(=O)C1CCN(S(=O)(=O)N2CCC3(CC2)OCCO3)CC1)c1ccccc1,9,13
Cc1cc2nnc(SCc3ccccc3)n2c(N)n1,23,14
COc1ccc(CN2C(=O)c3cccnc3C2Nc2cc(Cl)ccc2OC)cc1 (stereo unspecified),-3,-9
COc1cccc(NC(=S)N(CCc2c(C)[nH]c3ccccc23)Cc2ccco2)c1,·,-6
COC(=O)c1cc(Br)c(=O)n(Cc2ccc(C(=O)O)cc2)c1,-9,-6
COc1ccc(-c2cn3c(C)c(C(=O)N4CCN(c5ccccc5)CC4)sc3n2)cc1,4,·
Cc1noc(C)c1C(=O)N1CCN(c2ncccn2)CC1,-7,4
CC(=O)N1CCc2cc(S(=O)(=O)CCC(=O)Nc3ccc4c(c3)OCCO4)ccc21,-4,·
O=C(/C=C/c1ccccc1)N1CCN(c2cccc(Cl)n2)CC1,·,-37
Cc1cc(OCCN2CCCCC2)nc2ccccc12,-10,-23
CCOC(=O)N1CCC(n2c(SCC(=O)N3CCCC3)nc3ccccc3c2=O)CC1,·,-3
CC(C)c1nc(SCC(=O)NCc2ccccc2)n[nH]1,1,5
CCn1cc(C(=O)N2CCOCC2)c(=O)c2cc(S(=O)(=O)N(C)C3CCCCC3)ccc21,-7,-11
C#CCN(C)[C@H](C)Cc1ccccc1,·,-6
O=C(NCc1ccccc1)c1ccc2c(c1)C(=O)N(Cc1ccncc1)C2=O,·,-3
O/N=C1/CCCCC1c1ccccn1 (stereo unspecified),0,7
O=C(CSc1ncn[nH]1)N1CCN(S(=O)(=O)c2ccccc2)CC1,·,-11
CC(C)Cc1cc(C(=O)NCc2ccco2)no1,-15,10
COCCNC(=O)CN(C)S(=O)(=O)c1ccc2c(c1)OCCO2,-1,2
